MCF10A rerep: induces DNA re-replication in MCF 10a normal breast cells; MCF 10A DNA re-replication, Hoechst nuclear intensity, 48 h; Potency, µM (titrated, usually from 46.1 µM), inactives show top-dose activity, positive = re-replication, usual class: activators; actives 2.9% (n = 350,000); also: potency is read from the fitted curve at half-maximal effect; % of control where 0% means no effect; nearly all actives have a fitted effect of over 50% in size
HT1080 IDH1KD tx: HT-1080 IDH1 knockdown cell toxicity (counter line) | HT-1080 IDH1 knockdown viability, ATP luminescence, 48 h | Potency, µM (highest dose often 46.1 µM), for the others: top-dose activity, negative = toxicity, usual class: cytotoxic | actives 2% (n = 360,000);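 also: potency is read from the fitted curve at half-maximal effect; 0% = DMSO wells and -100% = cell-free medium wells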
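Cytotoxicity counter-line: IDH1KD HT-1080, 48 h, CellTiter-Glo. Curves classed by r2, magnitude and activity.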
SW480 rerep: inducers of DNA re-replication in SW480 colon cancer cells; actives 1.8% (n = 340,000); SW480 DNA re-replication, Hoechst DNA content imaging, 48 h; Potency, µM (titrated, usually from 46.1 µM), for inactives: at the highest dose re-replication activation, actives largely listed as activators; AID 624297; also: potency is read from the fitted curve at half-maximal effect; % of control where 0% means no effect; nearly all actives have a fitted effect of over 55% in size
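Per well, 250 cells were exposed to pinned compound for 48 hr. Nuclear DNA was visualised with Hoechst (40 min, 37 C) and total object intensity recorded by fluorescence scanning.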
ATXN2 expr inh: inhibitors of ATXN2 expression; AID 1745845; actives 0.72% (n = 360,000); Potency, µM (series often up to 57 µM), without a hit: at the highest dose activity change, negative = inhibition, most hits filed as inhibitors; HEK-293 ATXN2-luciferase reporter, luminescence, 24 h; also: potency is read from the fitted curve at half-maximal effect; % is scaled to controls: 0 for no effect and ±100 for the full control effect; nearly all actives have a fitted effect of over 55% in size
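qHTS (up to 57 uM final) was run with 24 h compound exposure of reporter cells at 37 °C. Each well was multiplexed: SteadyGlo luminescence measured ATXN2-luciferase expression after a fluorogenic Gly-Phe-AFC viability readout (25 uM final).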
ATXN viability: viability counter-screen for ATXN expression inhibitors. AID 651635. S2 cells (HEK-293 line with an ATXN2-luciferase reporter) viability, CellTiter-Fluor protease fluorescence, 24 h. actives 0.49% (n = 400,000). Potency, µM (highest dose often 56.7 µM), hits mostly cytotoxic; also: potency is read from the fitted curve at half-maximal effect; nearly all actives have a fitted effect of over 40% in size
HepG2 tox: counter-screen for TGF-b inhibitors: cytotoxicity in HepG2 cells | actives 0.76% (n = 410,000) | AID 588856 | HepG2 CAGA-GFP viability, ATP luminescence, 18 h | Potency, µM (top dose mostly 46.1 µM), without a hit: at the highest dose activity change, negative = cytotoxicity, hits mostly cytotoxic; also: potency is read from the fitted curve at half-maximal effect; some results filed as inactive show a strong effect at the top dose
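CellTiter-Glo luminescence gave cytotoxicity after 18 hours at 37 degrees C. The cells were HepG2 CAGA-GFP in 1% FBS DMEM, stimulated with 500 pg/mL TGF-beta after compound addition. %Activity was normalised to no-cell wells (complete cell-killing) and DMSO (no toxicity), and curves were fitted and classified.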
HT1080-NT tox: kills 2HG-producing HT-1080-NT fibrosarcoma cells. HT-1080-NT fibrosarcoma viability, CellTiter-Glo ATP luminescence, 48 h. Potency, µM (titrated, usually from 46.1 µM), without a hit: at the top dose activity, negative = less viability, usual class: cytotoxic. actives 1.6% (n = 360,000). AID 686970;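 also: NT is the 2HG producing partner of a matched IDH1 knockdown line; potency is read from the fitted curve at half-maximal effect; 0% = DMSO-treated cells and -100% = media-only wells without cells; nearly all actives have a fitted effect of over 55% in size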
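Compounds were tested in concentration-response format on HT-1080-NT cells for 48 hours at 37 degrees C. Cell viability came from CellTiter-Glo luminescence; curves were classified by r2, response magnitude and activity.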
IL-1B inflam inh: inflammasome signaling inhibition, IL-1 beta readout | THP-1 LPS/ATP IL-1B secretion, AlphaLISA, 16 h; hits give low values | activity change, % at 57.5 µM | actives 4.7% (n = 360,000); in the data active = activity change below about -50%; inconclusive = mostly about -30% to -49%; also: % is scaled to controls: 0 for no effect and ±100 for the full control effect
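Secreted IL-1B measured by AlphaLISA bead assay after 16 h compound exposure of THP-1 cells; compounds (final up to 57.5 uM) added 1 h before LPS (250 ng/mL) and ATP (1.25 mM) stimulation; lower signal means less secretion.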
KB-3-1 tox: KB-3-1 parental cell cytotoxicity; Potency, µM (titrated, usually from 46.1 µM), inactives show top-dose activity change, negative = cytotoxic, actives largely listed as cytotoxic; KB-3-1 viability, CellTiter-Glo ATP luminescence, 72 h; actives 1.4% (n = 400,000); also: potency is read from the fitted curve at half-maximal effect; % is scaled to controls: 0 for no effect and ±100 for the full control effect; nearly all actives have a fitted effect of over 60% in size
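Parental KB-3-1 viability, qHTS format: 72 h compound exposure, 37 °C; CellTiter-Glo; media-only wells and DMSO plates as controls; concentration-effect fits on corrected data.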
* hit, by the source's call; i = inactive; ? = inconclusive; . = not tested or not shown; [ ] = dose if it differs, or a comment. Unless noted, calls follow the shape of the dose curve; as a rule, active = well fitted curve in the direction sought with a large enough effect; inconclusive = small, poorly fitted or top-dose-only effect, or another doubt; inactive = no such curve, though single readings can be large; an effect the other way counts as inactive or inconclusive.

SMILES	MCF10A rerep	HT1080 IDH1KD tx	SW480 rerep	ATXN2 expr inh	ATXN viability	HepG2 tox	HT1080-NT tox	IL-1B inflam inh	KB-3-1 tox
CCc1ccc(NC(=O)C2CCCN(S(=O)(=O)c3cccc4nonc34)C2)cc1 (configuration not stated)	.	.	.	7%	i	2%	.	.	0%
Cn1c(SCC(=O)NNC(=O)Nc2ccc(Cl)cc2)nnc1-c1ccccc1	8%	4%	-1%	-10%	i	-23%	1%	-4	18%
O=C(Nc1ccccc1)c1ccc(S(=O)(=O)N2CCCCC2)cc1	0%	0%	-1%	11%	i	-16%	-19%	-26	-3%
CN1C[C@@H]2C[C@@H](C3=Cc4cc(Cl)ccc4OC3)N3CCC[C@@]23C1=O	?	-9%	?	-17%	i	0%	-10%	?	34%
O=C(COC(=O)C1(c2ccccc2)CCCC1)N1CCNC1=O	-3%	0%	-6%	.	i	-20%	1%	-1	-8%
COc1ccc(CCNc2nc(C)cc(C)c2C#N)cc1OC	-4%	3%	-24%	-10%	i	-11%	5%	-16	6%
O=C(Nc1ccc(C(F)(F)F)cc1)c1ccc(NC(=O)C2CCCO2)cc1 (configuration not stated)	17%	?	-7%	?	i	16%	?	28	-28%
O=C(Nc1ccccc1)Nc1ccc(F)c([N+](=O)[O-])c1	15µM*	3%	3%	6%	i	-35%	-4%	-90*	?
COCCOC(=O)c1c(C)nc(SCC(=O)Nc2ccc(OC)cc2)c(C#N)c1-c1ccco1	-2%	9%	?	-26%	i	4%	-11%	-13	2%
Cc1cccc(NC(=O)c2cc(-c3cc(Cl)ccc3O)n[nH]2)c1	-6%	11%	0%	25%	.	-7%	14%	-25	-11%
Cc1ccc(S(=O)(=O)c2c(N)n(Cc3ccco3)c3nc4ccccc4nc23)cc1	?	?	?	?	i	-14%	?	-7	?
CC(NCC(=O)Nc1ccccc1C(=O)NC1CC1)c1ccc(S(N)(=O)=O)cc1 (configuration not stated)	10%	-3%	-3%	.	i	1%	12%	-1	-1%
O=C(Nc1nc2ccccc2[nH]1)c1ccc(Cl)cc1	4%	?	-1%	?	?	-38%	?	48	?
COc1cc(C(=O)OCCn2c(=O)c3c(ncn3CCN(C)C)n(C)c2=O)cc(OC)c1OC	3%	3%	-148%[inhibitor]	4%	i	4%	-2%	5	13%
CC(C)CCC(C(=O)NC(C)c1ccccc1)C(=O)NC(C)c1ccccc1 (configuration not stated)	-11%	13%	-4%	2%	i	-12%	8%	24	-1%

Of the compounds above, these have a cyano group.
SMILES	MCF10A rerep	HT1080 IDH1KD tx	SW480 rerep	ATXN2 expr inh	ATXN viability	HepG2 tox	HT1080-NT tox	IL-1B inflam inh	KB-3-1 tox
COc1ccc(CCNc2nc(C)cc(C)c2C#N)cc1OC	-4%	3%	-24%	-10%	i	-11%	5%	-16	6%
COCCOC(=O)c1c(C)nc(SCC(=O)Nc2ccc(OC)cc2)c(C#N)c1-c1ccco1	-2%	9%	?	-26%	i	4%	-11%	-13	2%

The results go on.
SMILES	MCF10A rerep	HT1080 IDH1KD tx	SW480 rerep	ATXN2 expr inh	ATXN viability	HepG2 tox	HT1080-NT tox	IL-1B inflam inh	KB-3-1 tox
Cc1nn(C)c2c1c(C(F)(F)F)cc(=O)n2C(C)C(=O)NCCC(C)C (configuration not stated)	.	.	.	-14%	i	-4%	.	.	-12%
COC(=O)c1oc2ccccc2c1N	3%	0%	4%	9%	i	-7%	-3%	18	-5%
CN(C)Cc1ccccc1Sc1ccccc1Br	2%	2%	-3%	-2%	i	3%	7%	3	7%
CCCn1c(SCC(=O)Nc2nc(C)cs2)nnc1-c1cccnc1	-9%	0%	-6%	-4%	i	-19%	-2%	26	-1%
CC(C)(C)c1ccc(-c2nnc3sc(-c4ccncc4)nn23)cc1	-4%	6%	2%	0%	i	-16%	-7%	-6	6%
NC(=S)n1[nH]c(-c2ccc([N+](=O)[O-])cc2)c(N=Nc2ccc(O)cc2)c1=O	11%	-17%	-17%	-21%	i	-38%	1%	5	13%
O=C(OCCN1CCOCC1)c1ccccc1	-1%	?	-2%	4%	i	12%	?	9	6%
COc1cc(C(=O)NC(=S)NC(C)C)cc(OC)c1OC	0%	0%	?	6%	i	-11%	3%	0	18%
Cc1ccc(C(=O)n2nc(-c3cccnc3)nc2N)cc1	-5%	-4%	-2%	-14%	i	2%	16%	-11	-17%
Cc1cc(C)cc(NC(=O)Cn2nc(N3CCN(c4ccccc4)CC3)ccc2=O)c1	.	.	.	0%	i	-28%	.	.	0%
Cc1ccc(S(=O)(=O)N(C)C)cc1NC(=O)C1CCCC1	-4%	10%	-1%	-4%	i	12%	7%	0	2%
CCCCCOc1ccc(Br)cc1CSC(=N)N	?	?	?	.	.	-102%	?	-97*	12µM*
CC(C)N1CCN(CC2COc3ccccc3O2)CC1 (configuration not stated)	22%	6%	-10%	.	.	14%	-5%	-4	-2%
CCOc1ccc(OCCC(=O)OCC(=O)NC2CC2)cc1	-15%	2%	?	0%	i	-4%	2%	22	-9%
COc1ccccc1NS(=O)(=O)c1cn(C)cn1	-6%	1%	-10%	.	i	-3%	1%	-3	4%
Cc1ccc(N2CC(C(=O)OCC(=O)C(C)(C)C)CC2=O)cc1 (configuration not stated)	6%	8%	-3%	3%	?	0%	9%	-1	3%
Cc1cc(Cl)cc(Br)c1OCCNCC(C)O (configuration not stated)	1%	-5%	-8%[9.22 µM]	-3%	i	-17%	-13%	-7	8%
COc1cc2c(cc1OC)C(c1cccc(OC)c1OC)CC(=O)N2 (configuration not stated)	0%	-8%	-13%	.	.	-26%	0%	67	-3%
Cc1ccc(C)c(NCCCCCCCC(=O)O)c1	.	2%	.	7%	i	-8%	29%	38	0%
O=C(COC(=O)c1ccc(=O)[nH]c1)Nc1cccc(S(=O)(=O)N2CCOCC2)c1	3%	-2%	-3%	9%	i	1%	-1%	1	19%
COc1ccc(/C=C2/C(=O)N(c3ccccc3)N=C2C)c(OC)c1	3%	-6%	?	-5%	i	-21%	-6%	-10	-5%
COc1ccccc1CNC(=O)C1CC2Cn3c(nc4cc5ccccc5cc43)C2N1C (configuration not stated)	-5%	1%	23%	9%	?	-20%	0%	45	1%
COC(C)(C)[C@@H](O)COc1c2ccoc2cc2oc(=O)ccc12	0%	9%	-6%	12%	i	-6%	-15%	-2	17%
Cc1ccc(NC(=O)COC(=O)Cn2ccc(C(F)(F)F)n2)cc1Cl	-6%	15%	-15%	1%	i	3%	-2%[9.24 µM]	-3	-5%
CCOP(=O)(CC(C(C)=O)C(O)c1ccccc1)OCC (configuration not stated)	1%	0%	3%	1%	i	-5%	-17%	7	0%
CCOc1ccc(CNC(=O)c2ccc3nc(Cc4ccc(OC)cc4)oc3c2)cc1OC	.	.	.	-23%	i	-1%	.	.	-13%
Brc1ccc2ncnc(Nc3ccc(N4CCOCC4)cc3)c2c1	?	-27%	?	30%	i	-9%	-25%	-16	?
CSc1ccc(CN2CCC(C)(Oc3ccc(CC#N)cc3)C2)cc1 (configuration not stated)	.	0%	.	-15%	i	-17%	-23%	-22	0%
CCc1ccc2[nH]c(=O)c(C(c3nnnn3CCOC)N3CCN(c4ccccc4)CC3)cc2c1 (configuration not stated)	16%	-6%	-2%	4%	i	-1%	-3%	?	-17%
Cc1ccccc1NC(=O)Nc1nc(C(N)c2ccccc2)cs1 (configuration not stated)	.	?	.	2%	i	-12%	?	?	0%
Cc1ccc(C)c(NC(=O)CSc2nc3[nH]ncc3c(=O)[nH]2)c1	2%	12%	2%	7%	i	11%	1%	6	16%
CC(C)C(=O)N(Nc1nc2ccccc2s1)C(=O)C(C)C	1%	-28%	24%	4%	i	-10%	-21%	8	13%
C[C@H]1CN([C@@H](C)CO)C(=O)CCCn2nncc2CO[C@@H]1CN(C)C(=O)c1ccc(N2CCN(C)CC2)cc1	.	-1%	.	7%	i	0%	0%	5	12%
O=C(NN=Cc1ccccc1C(=O)O)c1ccc(NS(=O)(=O)c2cccs2)cc1	-4%	2%	-10%	12%	i	1%	14%	-1	30%
CC(=O)OC[C@@H]1CN(Cc2ccccc2)C[C@H](n2cnc3c(NCC(C)C)ncnc32)O1	.	0%	.	-1%	i	-14%	26%	1	0%
COc1ccc(C(C)NC(=S)NC2CCCC2)cc1OC (configuration not stated)	-1%	24%	-10%	-1%	i	20%	10%	5	0%
Cc1[nH]n(-c2ccccc2)c(=O)c1/C=C1/C=c2ccccc2=N1	-3%	-5%	1%	28%	i	-3%	-1%	19	4%
COc1ccc(NC(=O)Cc2c(Cl)cccc2Cl)cn1	-3%	8%	-4%	-3%	i	5%	-1%	?	-1%
O=C(COc1ccc(Cl)cc1)Nc1ccc2c(c1)C(=O)NC2=O	-1%	13%	-1%	3%	i	4%	10%	-4	4%
N#Cc1cccc(NC(=O)C2CCN(c3ncccn3)CC2)c1	.	.	.	8%	i	-1%	.	.	5%
COc1ccc(C2NC(=O)NC(C)=C2C(=O)OCc2ccc3c(c2)OCO3)cc1OC (configuration not stated)	-4%	?	3%	-27%	i	5%	7%	-15	5%
Cn1c(C(=O)N/N=C/c2ccccc2)cc2ccccc21	13%	6%	-3%	.	?	4%	0%	-6	0%
O=C(/C=C/c1cccc([N+](=O)[O-])c1)NCc1ccco1	1%	18%	1%	-4%	i	-43%	26%	-7	-3%
C=CCSC1=C(C#N)C(c2ccccc2OC)CC(=O)N1 (configuration not stated)	6%	-2%	-2%	3%	i	-31%	-1%	-17	3%
CCOc1ccc(S(=O)(=O)NC2CC2)cc1C(N)=O	-3%	15%	1%	6%	i	-2%	0%	12	5%
Cc1cc(Nc2ccc(C(=O)O)cc2)n2nc(C)nc2n1	-2%	18%	-4%	9%	i	4%	7%	-14	2%

High-throughput results as filed in PubChem.
